From PubChem
GPR151 activ – activators of human GPR151. PathHunter beta-arrestin GPR151 cells, luminescence. Q8TDV0. activation, % at 11.2 µM. 650,000 tested, 1% active; in the data active = activation above about 4.9%;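 also: 0% = median of compound wells and 100% = cells with positive control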
Target sequence (Q8TDV0 whole entry, looked up): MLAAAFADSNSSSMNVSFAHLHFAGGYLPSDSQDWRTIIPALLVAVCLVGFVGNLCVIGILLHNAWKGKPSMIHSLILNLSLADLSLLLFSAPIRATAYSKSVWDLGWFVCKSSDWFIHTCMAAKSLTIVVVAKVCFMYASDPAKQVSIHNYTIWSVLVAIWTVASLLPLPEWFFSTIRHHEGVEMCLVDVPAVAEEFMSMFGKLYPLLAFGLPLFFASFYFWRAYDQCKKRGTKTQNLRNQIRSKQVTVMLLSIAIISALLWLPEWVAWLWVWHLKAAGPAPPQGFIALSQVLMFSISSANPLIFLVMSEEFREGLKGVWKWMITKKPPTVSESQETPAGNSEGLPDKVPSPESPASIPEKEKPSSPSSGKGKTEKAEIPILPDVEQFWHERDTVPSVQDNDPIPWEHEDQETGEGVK
TEAD-YAP block – TEAD-YAP interaction inhibition | inhibition, % at 9.12 µM | HEK-TIYL cells, TEAD-Gal4/YAP UAS-luciferase luminescence | 640,000 tested, 1.4% active | AID 1259422; in the data active = inhibition above about 32%;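 also: 0% = median of test compound wells and 100% = reference inhibitor wells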
FBW7 act – activators of human E3 ligase FBW7. normalized activity (activation), % at 26.1 µM. AID 1259310. Q969H0. 650,000 tested, 0.13% active. AlphaScreen FBW7–phospho-cyclin E peptide binding, activator screen; in the data active = normalized activity above about 1.9%;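 also: purified mutant Fbw7 with reduced substrate affinity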
MITF inh – blocks human microphthalmia-associated transcription factor; O75030; AlphaScreen MITF homodimerization, bead proximity signal; inhibition, % at 2.6 µM; 650,000 tested, 0.91% active; in the data active = inhibition above about 50%;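 also: 0% = vehicle wells with protein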
Target sequence (O75030 whole entry, looked up): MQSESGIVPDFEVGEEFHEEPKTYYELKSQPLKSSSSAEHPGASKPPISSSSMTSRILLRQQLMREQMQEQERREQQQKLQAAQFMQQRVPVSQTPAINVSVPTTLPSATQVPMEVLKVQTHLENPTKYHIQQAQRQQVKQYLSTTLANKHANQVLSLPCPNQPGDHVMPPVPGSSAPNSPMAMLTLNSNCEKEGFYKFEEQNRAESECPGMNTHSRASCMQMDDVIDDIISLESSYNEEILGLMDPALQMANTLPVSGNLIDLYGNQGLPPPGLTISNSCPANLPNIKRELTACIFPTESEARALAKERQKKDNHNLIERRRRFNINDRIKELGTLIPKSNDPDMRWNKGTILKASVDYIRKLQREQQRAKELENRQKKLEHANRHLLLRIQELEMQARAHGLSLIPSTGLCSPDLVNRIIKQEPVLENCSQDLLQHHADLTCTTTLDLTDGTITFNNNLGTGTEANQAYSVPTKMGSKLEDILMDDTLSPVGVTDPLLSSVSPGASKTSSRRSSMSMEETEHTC
Active calls of the source: *.

SMILES | GPR151 activ | TEAD-YAP block | FBW7 act | MITF inh
CC(C)N1C(=O)/C(=C\c2nc3ccccc3c(=O)n2-c2ccc([N+](=O)[O-])cc2)c2ccccc21 | 0.3 | -8.2 | 0.2 | 14.4
Cc1ccc(N2C(=O)C3C(C2=O)C2C=CC3C23CC3)cc1 (stereo not given) | 0.6 | 0.6 | 0.0 | -15.9
O=C(c1c[nH]c2ccccc12)C(O)c1ccc(Cl)cc1 (stereo not given) | -0.5 | -5.1 | 0.0 | -3.2
Cc1ccc2nc(Cl)c(C3CC(c4ccco4)=NN3S(C)(=O)=O)cc2c1 (stereo not given) | -0.5 | 5.0 | 0.0 | 7.8
COc1ccc(S(=O)(=O)N2CCN(CC(=O)c3cccc(OC)c3)CC2)cc1 | -1.1 | 2.5 | 0.5 | 11.9
CSCc1c(C(=O)OCC(=O)Nc2sccc2C#N)oc2ccccc12 | -1.3 | 4.6 | 0.1 | -16.4
O=C(Nc1c2c(nn1-c1ccccc1)CCC2)c1ccc(Br)s1 | 0.0 | -5.3 | -0.3 | 8.4
COc1cc2nc(Nc3ccc(C(F)(F)F)cc3)nc(Nc3cc(OC)c(OC)c(OC)c3)c2cc1OC | -0.3 | 2.4 | 0.2 | -16.7
Cc1cc(/C=N/NC(=O)c2ccc(O)cc2)c(C)n1CC(C)C | 0.7 | -6.1 | 0.1 | 0.0
O=C(CN1C(=O)NC(Cc2ccccc2)C1=O)Nc1ccc(OC(F)(F)F)cc1 (stereo not given) | 0.4 | 6.0 | 0.1 | -10.8
CCCOC(=O)C1=C(C)NC2=C(C(=O)CC(C)(C)C2)C1c1ccccc1C(F)(F)F (stereo not given) | 0.2 | 6.6 | 0.3 | -7.1
Cc1ccc(N2CC(CNS(=O)(=O)c3ccc(C)cc3C)CC2=O)cc1 (stereo not given) | -2.1 | -1.0 | 0.0 | -6.2
CC(=O)Oc1ccc(N2C(=O)C3CC(C)=C(C)CC3C2=O)cc1 (stereo not given) | -0.8 | 5.8 | 0.5 | 15.7
Cc1ncc(-c2cc3cc([N+](=O)[O-])ccc3oc2=O)s1 | -0.3 | 5.7 | -0.2 | 0.8
O=C(CCS(=O)(=O)c1ccc2c(c1)SCC(=O)N2)Nc1ccc(F)cc1F | -0.4 | -5.8 | 0.3 | 11.4
CCN(CC)S(=O)(=O)c1cc(C(=O)Oc2ccc(Cl)cc2)ccc1OC | 1.0 | -3.8 | 1.6 | 11.8
COc1ccc(-c2c(C)c3ccc(OS(C)(=O)=O)cc3oc2=O)cc1 | -0.9 | -25.2 | 0.1 | 4.0
O=C(NC(=S)N1CCN(CCO)CC1)C12CC3CC(CC(C3)C1)C2 | 1.4 | -2.2 | 0.8 | 19.1
O=[N+]([O-])c1ccc(CSc2nnnn2-c2ccc(Cl)cc2)cc1 | 1.3 | -12.0 | 0.0 | 4.2
CC(C)NC(=S)N/N=C/c1ccc2c(c1)OCCO2 | 1.0 | -11.9 | -0.1 | -15.6
Cc1cnc(NC(=O)CN2C(=O)c3ccccc3C2=O)s1 | 0.1 | 8.3 | 0.2 | 25.3
CCN1CCN(C(=S)c2ccc(OCC(=O)NCc3ccccc3)cc2)CC1 | 1.4 | 3.1 | -0.2 | 8.4
NC(C(=O)Nc1ccc(-c2ccnc3[nH]ccc23)cc1)c1ccc(Cl)cc1 (stereo not given) | 0.0 | 8.5 | 0.1 | 11.4
Cc1c(C)n2c(SCC(=O)N3CCCCC3)nnc2[nH]c1=O | -0.8 | 2.2 | 0.3 | 14.0
Cc1csc(SCC(=O)NCc2ccccc2Cl)n1 | -0.3 | -4.4 | 0.0 | 2.6
Cc1cc2c(s1)c1cnn(CC(N)=O)c(=O)c1n2Cc1ccc(F)cc1 | -0.7 | -1.6 | 0.0 | 4.4
CCOc1ncccc1C(=O)OCC(=O)c1cc2ccccc2o1 | 2.0 | 2.0 | -0.1 | -9.5
O=C(NCc1ccccn1)c1ccc(CNS(=O)(=O)c2cccc(C(F)(F)F)c2)cc1 | -0.2 | 12.0 | 0.6 | 12.8
CCCOc1ccc(-c2c(=O)n(O)c3ccccc3[n+]2[O-])cc1 | -1.0 | -35.0 | 0.0 | -2.8
O=[N+]([O-])c1cccc(C2Oc3ccccc3C3CC(c4ccc(Br)cc4)=NN32)c1 (stereo not given) | -0.8 | -11.4 | 0.0 | -11.6
O=C(O)COCC(=O)Nc1cc(SCC(O)CO)cc([N+](=O)[O-])c1 (stereo not given) | -0.3 | 1.4 | 0.1 | 15.6
CCOC(=O)COc1ccc(/C=C2\SC(=O)N(C)C2=O)cc1Br | 1.8 | 13.5 | -0.1 | -14.2
Cc1nc2sc(C(c3ccccc3)N3CCOCC3)c(O)n2n1 (stereo not given) | 0.7 | 1.8 | 0.0 | 0.9
Clc1ccccc1/C=N/NC1=NCCCCC1 | 1.2 | -42.4 | -0.1 | 1.7
COCCCNc1nc2ccccn2c(=O)c1/C=C1\SC(=S)N(CCCOC)C1=O | 1.3 | 8.8 | 0.2 | -4.5
CC(=O)C1=C(O)C(=O)N(c2ccc(OCC(=O)O)cc2)C1c1cccnc1 (stereo not given) | -0.2 | 3.3 | 0.0 | -0.9
CCN(CC)C(=O)c1cc2c(=O)n3cccc(C)c3nc2s1 | 1.4 | -53.7 | 0.4 | -5.7
O=C(N/N=C/c1ccccn1)c1cc(-c2cccc3ccccc23)n[nH]1 | -0.3 | -24.9 | -0.3 | -3.9
O=[N+]([O-])c1cc2c(cc1Br)CCN2 | -0.4 | 0.3 | 0.1 | 0.0
O=C(c1ccc(F)cc1)N(C(=O)N1CCCCC1)c1cccc(Cl)c1 | -1.2 | -3.8 | 0.0 | -7.9

Ordered by heavy-atom count (high to low): part of the list above
SMILES | GPR151 activ | TEAD-YAP block | FBW7 act | MITF inh
O=C(NCc1ccccn1)c1ccc(CNS(=O)(=O)c2cccc(C(F)(F)F)c2)cc1 | -0.2 | 12.0 | 0.6 | 12.8
COCCCNc1nc2ccccn2c(=O)c1/C=C1\SC(=S)N(CCCOC)C1=O | 1.3 | 8.8 | 0.2 | -4.5
O=[N+]([O-])c1cccc(C2Oc3ccccc3C3CC(c4ccc(Br)cc4)=NN32)c1 (stereo not given) | -0.8 | -11.4 | 0.0 | -11.6
CCN1CCN(C(=S)c2ccc(OCC(=O)NCc3ccccc3)cc2)CC1 | 1.4 | 3.1 | -0.2 | 8.4
CC(=O)C1=C(O)C(=O)N(c2ccc(OCC(=O)O)cc2)C1c1cccnc1 (stereo not given) | -0.2 | 3.3 | 0.0 | -0.9
O=C(c1ccc(F)cc1)N(C(=O)N1CCCCC1)c1cccc(Cl)c1 | -1.2 | -3.8 | 0.0 | -7.9
O=C(O)COCC(=O)Nc1cc(SCC(O)CO)cc([N+](=O)[O-])c1 (stereo not given) | -0.3 | 1.4 | 0.1 | 15.6
CCCOc1ccc(-c2c(=O)n(O)c3ccccc3[n+]2[O-])cc1 | -1.0 | -35.0 | 0.0 | -2.8
Cc1c(C)n2c(SCC(=O)N3CCCCC3)nnc2[nH]c1=O | -0.8 | 2.2 | 0.3 | 14.0
Cc1csc(SCC(=O)NCc2ccccc2Cl)n1 | -0.3 | -4.4 | 0.0 | 2.6
Clc1ccccc1/C=N/NC1=NCCCCC1 | 1.2 | -42.4 | -0.1 | 1.7
O=[N+]([O-])c1cc2c(cc1Br)CCN2 | -0.4 | 0.3 | 0.1 | 0.0

Additional records:
SMILES | GPR151 activ | TEAD-YAP block | FBW7 act | MITF inh
O=C(NCCSCc1ccccc1)c1ccc2c(=O)n(C3CCCCC3)c(=S)[nH]c2c1 | -1.9 | 1.9 | 0.4 | 13.5
O=C(c1ccc(Cl)c(Cl)c1)N1CCN(c2ccc([N+](=O)[O-])cc2F)CC1 | 0.7 | -10.6 | 0.5 | 5.8
CCCc1nc(SCC(=O)N(CC)CC)c2c(C)c(C)sc2n1 | -0.4 | -2.9 | 0.1 | 19.9
O=C(O)COc1ccccc1/C=N/NC(=O)c1cccs1 | -0.1 | -33.2 | 0.0 | 7.4
CCOc1ccccc1NC(=O)c1c(NC(=O)c2ccccc2)sc2c1CCCC2 | 1.7 | 14.6 | 0.0 | -17.7
O=C1c2cccnc2C(=O)N1CC1CCCO1 (stereo not given) | 0.9 | -5.6 | -0.4 | 10.8
CCOc1cccc(NC(=O)c2ccc(S(=O)(=O)N3CCc4ccccc4C3)cc2)c1 | 2.3 | 13.9 | 0.0 | -2.3
CCOC(=O)C(CC)n1ncc2cccn2c1=O (stereo not given) | -0.3 | 8.7 | -0.1 | -11.6
O=C(CCC1CCCC1)Nc1ccc(Cl)c([N+](=O)[O-])c1 | -0.6 | -8.0 | -0.3 | -2.8
CC12CC(NC(=O)N1c1ccc(C(=O)NCc3ccco3)cc1)c1ccccc1O2 (stereo not given) | -0.4 | 8.2 | 0.1 | 3.1
CCCCNC(=O)N1CCCC(N2CCN(c3ccc(OC)cc3)CC2)C1 (stereo not given) | -0.7 | 8.8 | 0.1 | 7.9
COc1ccc(-c2noc(CN3CCC(C(=O)N4CCCCC4)CC3)n2)c(OC)c1OC | -0.1 | 0.2 | 0.0 | 4.5
Cc1ccccc1C(=O)Nc1ccccc1C(=O)NCc1ccccc1 | -0.9 | 6.7 | 0.0 | -15.5
Cc1ccc(F)c(CN2CCN3C(=O)[C@@H](Cc4ccc(O)cc4)NC(=O)[C@H]3C2)c1 | -0.9 | -1.5 | -0.3 | -3.6
c1nc2ccc(Cc3ccc4nc[nH]c4c3)cc2[nH]1 | -0.3 | 9.5 | 0.0 | 5.1
CCOC(=O)c1cnc(-n2[nH]c3c(c2=O)CCCC3)[nH]c1=O | -2.3 | 8.2 | 0.0 | 88.2*
Cc1ccc(-c2noc(C3CCCN(S(=O)(=O)c4cccc(Cl)c4C)C3)n2)o1 (stereo not given) | -0.8 | 6.7 | 0.8 | 8.8
COc1ccc2[nH]c3c(=O)n(Cc4ccc(C(=O)NC5CC5)cc4)c(=S)[nH]c3c2c1 | -0.9 | -2.9 | -0.2 | 11.8
Cc1nc2ccc(-c3cnn(-c4ccc(N5CCOCC5)cc4)c3)cc2c(=O)n1C | -0.9 | 3.2 | -0.1 | -8.2
CC(C)OC(=O)c1cc(C(=O)c2cc(Br)ccc2O)coc1=N | 1.8 | 7.1 | 0.0 | 3.4
O=C(CN1CCC2(CC1)NC(=O)N(Cc1ccccc1)C2=O)N1CCOCC1 | -2.3 | 2.0 | 0.2 | 5.5
CCOC1=CN(c2ccncc2[N+](=O)[O-])NCN=C1 | -0.4 | -1.6 | -0.1 | -2.5
CC(C)CN(CC(C)C)S(=O)(=O)c1ccc(Cl)cc1 | 1.0 | -5.6 | -0.1 | -7.4
CCOC(=O)Nc1ccc2c(COC(=O)Cn3cnnn3)cc(=O)oc2c1 | 0.1 | -9.2 | 0.3 | 9.5
COC(CNC(=O)C1CC(=O)N(CCc2ccccc2)C1)OC (stereo not given) | 0.4 | 1.7 | -0.2 | 7.7
Cc1cc2c(c(=O)o1)C(c1cccc(O)c1)C(C#N)=C(N)O2 (stereo not given) | -0.6 | 8.0 | 0.3 | 10.3
CCC(=O)NCC(c1ccc(N(C)C)cc1)N1CCN(c2ccccc2)CC1 (stereo not given) | 0.5 | 8.8 | 0.1 | 3.4
CC(=O)N1N=C(c2c(-c3ccccc3)c3cc([N+](=O)[O-])ccc3[nH]c2=O)CC1c1cccc(Br)c1 (stereo not given) | -0.4 | 10.1 | 0.0 | 8.6
O=c1/c(=C/c2ccc(-c3ccc(Br)cc3)o2)sc2nc3ccccc3n12 | 0.0 | 9.2 | 0.4 | 1.6
CC1(C)CC(=O)c2sc(NC(=O)c3ccc4ncsc4c3)nc2C1 | -0.8 | -23.5 | 0.1 | 8.6
CCCc1cc(=O)[nH]c2nnc(SCc3cccc(F)c3)n12 | -1.1 | -7.2 | 0.0 | -0.6
Cc1ccc(Nc2nnc(SC3CCOC3=O)s2)cc1 (stereo not given) | 0.4 | -4.1 | -0.2 | 5.5
COc1ccc(C(=O)c2c(C)oc3ccc(O)cc23)cc1 | 2.0 | 0.2 | -0.2 | -4.2
O=C(NCc1ccccc1Cl)C1CCCN1S(=O)(=O)c1cccc2nsnc12 (stereo not given) | 0.3 | 0.7 | -0.6 | -7.5
Cc1ccc(CN2CCNC(=O)C2CC(=O)N2CCCN(C=O)CC2)o1 (stereo not given) | -0.6 | -2.1 | -0.1 | -6.5
Cc1cccc(C(=O)ON=C2CCSCC2)c1 | -0.4 | 8.8 | 0.2 | 0.2
O=C(CCN1C(=O)/C(=C\c2cccs2)SC1=S)NC1=NCCS1 | -0.5 | -0.3 | 0.0 | -2.7
CC(C)(C)c1ccc(C(=O)NCC(=O)OCC(=O)c2ccc(-c3ccccc3)cc2)cc1 | 0.8 | -3.6 | 0.1 | 1.7
Nc1nc(SCC(=O)NCCO)nc2sc3c(c12)CCCC3 | -1.3 | -15.1 | 0.0 | 2.0
CC(C)c1ccc(NC(=O)C2C3C=CC4(O3)C2C(=O)N(CCN(C)C)C4C(=O)NC2CCCCC2C)cc1 (stereo not given) | 1.4 | -2.9 | 0.0 | -12.0
COCC1CCN(C(=O)c2ccc(OC3CCN(CCc4ccccc4)CC3)cc2)C1 (stereo not given) | 0.1 | 1.0 | 0.6 | 7.1
O=C(NCc1cccc(F)c1)N[C@H]1C[C@H]2C(=O)N3CCC[C@H]3C(=O)N2C1 | 3.4 | 7.3 | 0.1 | 7.4
CCN(CCN(C)C)Cc1ccc(F)c(F)c1 | -0.5 | 2.6 | 0.0 | 59.6*
CCCCCC1CCc2nc(-c3ccc(I)cc3)ccc2C1 (stereo not given) | -0.3 | 4.1 | 0.1 | 19.8
CC(=O)c1cccc(NC(=O)CSc2nc3sc(C)c(C)c3c(=O)[nH]2)c1 | -0.1 | 8.1 | 0.0 | 2.4
